aGlu spleen mod: qHTS Assay for Inhibitors and Activators of Human alpha-Glucosidase From Spleen Homogenate; Lysosomal alpha-glucosidase (Homo sapiens), P10253; human spleen homogenate, 4-MU-alpha-glucoside fluorescence; Potency, µM (series often up to 79.9 µM), inactives show at the top dose activity change, negative = inhibition, most hits filed as inhibitors; actives 0.006% (n = 240,000);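 further: 0% = enzyme with vehicle and -100% = no enzyme basal signal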
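Human spleen homogenate (1 ug) with 4-methylumbelliferyl-alpha-D-glucopyranoside (1 mM final) in 50 mM citrate/phosphate pH 5.0, 0.01% Tween-20; 40 min at 37 C. Stopped at pH 10; 4-MU fluorescence Ex 365/Em 440 nm; AC50 by Hill fit.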
HttQ103 aggreg: qHTS Multiplex Assay to Identify Dual Action Probes in a Cell Model of Huntington: Aggregate Formation (GFP); PC12 HttQ103-GFP aggregates, Acumen cytometry, 40 h; Potency, µM (titrated, usually from 46.1 µM), for the others: at the highest dose activity change, negative = inhibition, hits mostly inhibitors; actives 1.1% (n = 220,000); further: on the % scale 0 is the no-effect control and ±100 the full control effect; nearly all actives have a fitted effect of over 60% in size
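Steps: seed 1500 PC12 HTTQ103-GFP cells/well; add tebufenozide, 100 nM final; add compound titration; add ATPLite reagent; quantify GFP aggregates by laser scanning cytometry.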
IMPase Li inh: qHTS Assay for Identifying the Cell-Membrane Permeable IMPase Inhibitors: Potentiation with Lithium; CHO-M1 cells, IP1 TR-FRET (IP-One), carbachol + lithium; Potency, µM (titrated, usually from 59.4 µM), inactives show top-dose activity, negative = IMPase inhibition, actives largely listed as inhibitors; actives 0.35% (n = 210,000); AID 1457, 2008;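 further: IP1 builds up when IMPase is blocked and the TR-FRET signal falls; plate controls were basal vehicle for no effect and high inhibitor control for full effect; nearly all actives have a fitted effect of over 50% in size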
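Test compounds were applied to CHO-M1 cells previously cultured for 16–30 h at 2000 per well. A small lithium amount accompanied them; after 30 min at 37C, IP1 was quantified by TR-FRET.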
GAA glycogen mod: qHTS Assay for Inhibitors and Activators of Human alpha-Glucosidase Cleavage of Glycogen. Lysosomal alpha-glucosidase (Homo sapiens), P10253. recombinant GAA, glycogen substrate, Amplex Red glucose oxidase fluorescence. Potency, µM (series often up to 76.4 µM), inactives show top-dose activity change, negative = inhibition, most hits filed as inhibitors. actives 0.38% (n = 300,000). AID 2100, 2009;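 further: 0% = full enzyme reaction and -100% = no-enzyme basal signal; the screen sought inhibitors and activators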
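Natural-substrate format: glycogen cleavage by 4 nM human enzyme, glucose read by Amplex Red coupling (Ex 573, Em 610 nm). Normalized to enzyme and no-enzyme controls.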
GAA inh: qHTS Assay for Inhibitors of Human alpha-Glucosidase as a Potential Chaperone Treatment of Pompe Disease | purified human GAA, 4-MU-alpha-glucoside fluorescence | Potency, µM (top dose mostly 76.9 µM), for the others: at the highest dose activity change, negative = inhibition, hits mostly inhibitors | actives 0.005% (n = 200,000) | AID 1466, 2008;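 further: plate controls were uninhibited enzyme wells for no effect and no-enzyme background for full effect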
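Activity normalized between no-enzyme (basal) and enzyme-only wells. Conditions: 4 nM human enzyme, 400 uM fluorogenic substrate, citrate/phosphate pH 5.0 with Tween-20, 20 min room temperature, compounds up to 77 uM.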
RGS12 GoLoco inh: qHTS Assay for Inhibitors of RGS12 GoLoco Motif Activity (Red Fluorophore); actives 0.44% (n = 230,000); Guanine nucleotide-binding protein G(i) subunit alpha-1 (Homo sapiens), P63096; Gai1:RGS12 GoLoco peptide FP, rhodamine, 10 min; Potency, µM (series often up to 61.6 µM), without a hit: top-dose activity, negative = inhibition, hits mostly inhibitors; AID 880, 2007; active means well fitted inhibition curve with a large enough effect, not every such curve was filed as active; inactive means no such curve, though single readings can be large or run the other way; further: on the % scale 0 is the no-effect control and ±100 the full control effect; nearly all actives have a fitted effect of over 30% in size; many of its hits are not listed in these tables
Target sequence (P63096 whole entry, looked up): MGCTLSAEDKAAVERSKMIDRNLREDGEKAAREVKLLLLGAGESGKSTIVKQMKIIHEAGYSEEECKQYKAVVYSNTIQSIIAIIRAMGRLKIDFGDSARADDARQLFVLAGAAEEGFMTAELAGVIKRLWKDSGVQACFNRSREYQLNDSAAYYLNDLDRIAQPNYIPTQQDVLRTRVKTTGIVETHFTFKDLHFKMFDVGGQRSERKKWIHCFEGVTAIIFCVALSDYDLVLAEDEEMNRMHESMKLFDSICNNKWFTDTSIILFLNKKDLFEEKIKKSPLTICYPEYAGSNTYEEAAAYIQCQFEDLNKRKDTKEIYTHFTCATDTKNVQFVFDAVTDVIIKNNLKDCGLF
HTT cytoprotect: qHTS Multiplex Assay to Identify Dual Action Probes in a Cell Model of Huntington: Cytoprotection (ATP); PC12 HTT-Q103 induced, cytoprotection, ATP luminescence, 40 h; Potency, µM (highest dose often 56.4 µM), for inactives: cytoprotection (ATP increase), usual class: activators; actives 0.14% (n = 230,000); AID 1471, 2008;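 further: % of control where 0% means no effect; nearly all actives have a fitted effect of over 45% in size; toxic huntingtin expression switched on by the ecdysone agonist tebufenozide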
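Compounds were screened for protection of PC12 cells against cell death after tebufenozide induction (100 nM final) of mutant Huntingtin exon 1 (Q103) fused to GFP.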
The depositor's hits bear a star; ? = inconclusive; / = no result given; & = joins results of further samples; [ ] = remark or other dose. Unless noted, the call rests on the fitted dose curve; in most records, active means well fitted curve in the direction sought with a large enough effect; inconclusive means small, poorly fitted or top-dose-only effect, or another doubt; inactive means no such curve, though single readings can be large; an effect the other way counts as inactive or inconclusive. Potency means the concentration at half of the fitted maximal effect. This is a subset; rates above refer to the full screens.

1. COCCN1CCN(c2cc(-c3ccccc3)nc3cc(-c4cccc(F)c4)nn23)CC1
2. Clc1ccccc1Cn1nnc2c(N3CCCC3)ncnc21
3. CC1=NNC(=O)C1CC(=O)N/N=C/C(Br)=C/c1ccccc1 (stereo not drawn)
4. COC(C[C@@H]1O[C@@H]1[C@H](O)[C@H](C)OCc1ccccc1)OC
5. N#Cc1cc2c(nc1SCC1COc3ccccc3O1)CCC2 (stereo not drawn)

assay / compound	1	2	3	4	5
aGlu spleen mod	6%	-5%	12%	11%	1%
HttQ103 aggreg	?	-12%	-2%[9.22 µM]	?	-24%
IMPase Li inh	15%	-7%[38.3 µM]	/	/	18%[38.3 µM]
GAA glycogen mod	-4%	-2%	?	8%	3%
GAA inh	14%	-5%	/	/	-1%
RGS12 GoLoco inh	10%	1%	3%	-2%	12%
HTT cytoprotect	19%[10 µM]	-14%	7%[10 µM]	-9%[10 µM]	-10%

6. Cn1c(SCC(=O)Nc2cccc(NC(=O)c3cccs3)c2)nnc1-c1ccncc1
7. Clc1ccccc1C(c1ccccc1)(c1ccccc1)n1ccnc1
8. Cc1ccc(C(=O)NC(C)C(c2cccs2)N2CCCC2)s1 (stereo not drawn)
9. COc1ccccc1/C=C/C=C1N=C(/C=C/c2ccc(Cl)cc2)OC/1=O
10. COc1ccc(N(C(C)=O)S(=O)(=O)c2cccs2)cc1

assay / compound	6	7	8	9	10
aGlu spleen mod	-8%	-11%	-1%	-10%	-2%
HttQ103 aggreg	-1%[9.22 µM]	?	3%	27%	-12%
IMPase Li inh	1%[38.3 µM]	26%&20%&20%&-4%	15%	2%	12%
GAA glycogen mod	14%	-6%	10%	-4%	-8%
GAA inh	-3%	0%	?	-6%	-10%
RGS12 GoLoco inh	-2%	3%	-2%	24%	-4%
HTT cytoprotect	-2%[10 µM]	-55%[inhibitor]	-10%	-9%[10 µM]	0%[1.9 µM]

11. CCOC(=O)/C(C#N)=C1\CC2CCC1(C)C2(C)C (stereo not drawn)
12. COc1ccccc1N1CCN(CCCC(=O)c2ccc(F)cc2)CC1
13. COc1ccc(-c2ccc(C#N)c(OC)n2)cc1
14. CCOC(=O)N1CCC(N2C(=O)c3ccccc3C2Nc2ccccc2C)CC1 (stereo not drawn)
15. C=CCc1cc(C=O)cc(OCC)c1OCc1ccc(Cl)cc1

assay / compound	11	12	13	14	15
aGlu spleen mod	-8%	1%	-9%	-12%	-5%
HttQ103 aggreg	-2%	-9%	-5%	-16%	-3%
IMPase Li inh	14%	23%[38.3 µM]	?	38%[activator][38.3 µM]	2%
GAA glycogen mod	2%	-7%	-2%	-7%	-2%
GAA inh	-8%	1%[15.4 µM]	15%	-1%	-2%
RGS12 GoLoco inh	-4%	5%	-4%	3%	-10%
HTT cytoprotect	-27%	-7%	-30%	-13%	15%[10 µM]

16. CC(=O)c1ccc(OCCCC(=O)NC2CCCc3ccccc32)cc1 (stereo not drawn)
17. CC(C)N(C(=S)NCc1ccccc1)C(C)C
18. O=C(NCc1cccs1)c1cc(C2CC2)on1
19. Cc1cc(C)n2c(SCC(=O)N3CCN(S(=O)(=O)c4ccc(Cl)cc4)CC3)nnc2n1
20. COC(=O)C1=C(C)N(Cc2cccnc2)C(=O)C1

assay / compound	16	17	18	19	20
aGlu spleen mod	3%	11%	-2%	?	-4%
HttQ103 aggreg	-4%	7%[9.22 µM]	15%	0%	1%
IMPase Li inh	12%	5%	23%[38.3 µM]	5%[38.3 µM]	-5%
GAA glycogen mod	1%	1%	3%	-6%	-4%
GAA inh	1%	10%	-11%	?	-4%
RGS12 GoLoco inh	-3%	5%	-6%	34%[activator]	-9%
HTT cytoprotect	0%[10 µM]	-17%	3%[10 µM]	-2%[10 µM]	-7%

21. Cc1ccc2cc(NC(=O)Cc3ccccc3)ccc2n1
22. CCOC(=O)C(Cc1c(F)cccc1Cl)c1ccno1 (stereo not drawn)
23. O=C(OCC(=O)c1cccs1)c1ccc(NC(=O)c2ccco2)cc1
24. COc1ccc(Nc2ncnc3sc(-c4ccccc4)cc23)cc1OC
25. COc1ccc(C2=NN(C(=O)CSc3nc4ccccc4s3)C(c3ccc(OC)cc3)C2)cc1 (stereo not drawn)

assay / compound	21	22	23	24	25
aGlu spleen mod	-6%	-7%	-4%	-3%	-1%
HttQ103 aggreg	2%[9.22 µM]	3%	5%	-26%	0%
IMPase Li inh	/	11%	36%[activator][38.3 µM]	7%	16%
GAA glycogen mod	-1%	-2%	-13%	-7%	-1%
GAA inh	/	-2%	4%	-5%	-6%
RGS12 GoLoco inh	3%	5%	23%	14%	6%
HTT cytoprotect	-4%[10 µM]	-61%[inhibitor]	-7%	23%[10 µM]	-4%[10 µM]

26. NS(=O)(=O)c1cc2c(cc1Cl)NC=NS2(=O)=O
27. Cn1cnc2cc(NC(=O)c3ccc(Cl)cc3)ccc21
28. CCc1cccc(C)c1N1C(=O)CC(C)(C)CC1=O
29. CC(C)(C)c1ccc(C2(C)NC(=O)N(CC(=O)Nc3ccc4c(c3)OCO4)C2=O)cc1 (stereo not drawn)
30. N#Cc1cnc2cc(-c3ccccc3)nn2c1N

assay / compound	26	27	28	29	30
aGlu spleen mod	6%	-3%	3%	-2%	-3%
HttQ103 aggreg	10%&9%	-20%	-10%[9.22 µM]	-7%	1%[9.22 µM]
IMPase Li inh	4%&1%&0%&8%&4%	1%	/	-11%[38.3 µM]	/
GAA glycogen mod	3%	-7%	9%	-11%	2%
GAA inh	3%[15.4 µM]	6%	/	-10%	/
RGS12 GoLoco inh	2%	0%	-1%	0%	5%
HTT cytoprotect	17%	0%[10 µM]	3%[10 µM]	-10%	-9%[10 µM]

31. N#Cc1cc2cc3c(cc2nc1NCCNC(=S)NCCCN1CCOCC1)OCO3
32. Cc1nnc(-c2cccc(Br)c2)c2cn(-c3ccccc3Cl)nc12
33. CCc1ccc(NC(=O)Cc2ccc(-n3cccc3)cc2)cc1
34. COc1ccc(S(=O)(=O)CCC(=O)N2CCN(c3ccccc3F)CC2)cc1
35. CC(C)CNC(=O)c1cccc(NC(=O)COc2cccc([N+](=O)[O-])c2)c1

assay / compound	31	32	33	34	35
aGlu spleen mod	2%	0%	5%	6%	-1%
HttQ103 aggreg	13%[9.22 µM]	-1%	-2%	6%	-11%[9.22 µM]
IMPase Li inh	6%	15%[38.3 µM]	0%	-3%	13%
GAA glycogen mod	9%	-8%	-8%	0%	7%
GAA inh	2%	-4%	-8%	3%	-3%
RGS12 GoLoco inh	16%	14%	5%	-5%	-14%
HTT cytoprotect	24%[10 µM]	-21%	-9%[10 µM]	-7%	-13%[10 µM]

36. COc1cccc(C(=O)NC2CC3CCCC(C2)N3CC(=O)Nc2ccc(N(C)C)cc2)c1 (stereo not drawn)
37. O=C(NC1CCCCC1)c1nn2c(C(F)(F)F)cc(-c3ccco3)nc2c1Br
38. CCOc1cc(CNn2cnnc2)ccc1OCC(=O)NC1CCCCC1
39. CC1CC(C)CN(C(=O)C(C)N(C)CC(=O)Nc2ccc(Cl)cc2)C1 (stereo not drawn)
40. N=c1c2c3c(sc2ncn1CCCN1CCOCC1)CCCCC3

assay / compound	36	37	38	39	40
aGlu spleen mod	-14%	-8%	-6%	-5%	6%
HttQ103 aggreg	-10%	4%	18%	-27%	-17%
IMPase Li inh	0%[38.3 µM]	?	18%[38.3 µM]	4%	26%[38.3 µM]
GAA glycogen mod	-18%	19%	6%	1%	6%
GAA inh	5%	0%	-3%	1%	11%
RGS12 GoLoco inh	-4%	5%	5%	-13%	6%
HTT cytoprotect	-10%	-22%	-4%[0.074 µM]	-45%[inhibitor]	-1%

41. CCOC(=O)Cc1csc(NC(=O)NC2(C(F)(F)F)Oc3ccccc3O2)n1
42. CN(Cc1ccccc1)C(=O)c1cc(-c2ccc(Br)cc2)on1
43. CN1CCN(CC(O)(c2ccc(Cl)cc2)c2ccc(Cl)cc2)CC1
44. COc1ccc(C(=O)N(Cc2ccco2)Cc2cccs2)c(O)c1
45. CC1CCN(CCCNC(=O)c2ccc(CSCc3cccc(Cl)c3)o2)CC1

assay / compound	41	42	43	44	45
aGlu spleen mod	-5%	-2%	1%	-3%	-4%
HttQ103 aggreg	-2%[9.22 µM]	-30%	?	10%	-29%[9.22 µM]
IMPase Li inh	-14%[38.3 µM]	6%	24%	39%[activator][38.3 µM]	28%[38.3 µM]
GAA glycogen mod	18µM*	-1%	1%	-9%	3%
GAA inh	-9%	1%	-5%	7%	-4%
RGS12 GoLoco inh	9%	16%	18%	12%	1%
HTT cytoprotect	-21%	-1%[10 µM]	0%[10 µM]	-45%[inhibitor][10 µM]	-16%

46. O=C(COC(=O)Cc1ccc(Cl)cc1)Nc1ccccc1-c1ccccc1
47. Cc1ccc(C2=NC3(CCCCC3)N=C2SCC(=O)Nc2ccc3c(c2)OCCO3)cc1
48. CC(C)(C)OC(=O)N1CCC(CNC(=O)Nc2ccccc2)CC1
49. O=C1CC(c2ccccc2)n2nc(NC(=O)c3ccccc3)nc2N1 (stereo not drawn)
50. COc1ccc(CCNC(=O)CSc2ncn[nH]2)cc1

assay / compound	46	47	48	49	50
aGlu spleen mod	5%	-3%	-11%	-4%	5%
HttQ103 aggreg	1%	1%	9%[9.22 µM]	?	4%
IMPase Li inh	/	8%	/	0%[38.3 µM]	26%[38.3 µM]
GAA glycogen mod	8%	-3%	2%	7%	6%
GAA inh	-5%	0%	/	-4%	?
RGS12 GoLoco inh	/	6%	0%	-4%	6%
HTT cytoprotect	26%[10 µM]	/	9%[10 µM]	11%	1%

4 entries from above, with values under each structure:
Order of values – aGlu spleen mod, HttQ103 aggreg, IMPase Li inh, GAA glycogen mod, GAA inh, RGS12 GoLoco inh, HTT cytoprotect
5	N#Cc1cc2c(nc1SCC1COc3ccccc3O1)CCC2 (stereo not drawn)
→ 1%, -24%, 18%[38.3 µM], 3%, -1%, 12%, -10%
6	Cn1c(SCC(=O)Nc2cccc(NC(=O)c3cccs3)c2)nnc1-c1ccncc1
→ -8%, -1%[9.22 µM], 1%[38.3 µM], 14%, -3%, -2%, -2%[10 µM]
7	Clc1ccccc1C(c1ccccc1)(c1ccccc1)n1ccnc1
→ -11%, ?, 26%&20%&20%&-4%, -6%, 0%, 3%, -55%[inhibitor]
8	Cc1ccc(C(=O)NC(C)C(c2cccs2)N2CCCC2)s1 (stereo not drawn)
→ -1%, 3%, 15%, 10%, ?, -2%, -10%

Screening results deposited in PubChem by National Center for Advancing Translational Sciences (NCATS).
